# PfM18AAP inh = PfM18AAP enzyme inhibition. recombinant PfM18AAP, H-Glu-NHMec fluorogenic cleavage. inhibition, % at 7.35 µM. 1.2% of 290,000 active. AID 1822;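 active means inhibition above the campaign mean inhibition over all tested compounds plus 3 SD, cut at about 28% in these data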;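 further: 0% = plate median of test compound wells and 100% = 2 mM ZnCl2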
# IDE inh = inhibitors of human insulin-degrading enzyme in cells; P14735; HEK cells, FAbetaB cleavage, fluorescence polarization; inhibition, % at 5.59 µM; 0.41% of 320,000 active; AID 434962;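 active means percent inhibition above the average of all tested compounds plus 3 SD, set per screening campaign, cut at about 16% in these data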;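 further: IDE supplied by intact live HEK cells; FP after avidin binding of uncleaved biotin substrate so inhibition keeps polarization high; 0% = DMSO wells and 100% = 60 µM reference IDE inhibitor Ii1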
# SUMO HTRF inh = inhibitors of human SUMOylation (UBC9); inhibition, % at 35 µM; HTRF SUMOylation assay, SAE1/SAE2 + UBC9, in vitro; AID 2006; P63279; 0.36% of 290,000 active; in the data active means inhibition above about 50%, passing the limit was not always enough; further: strong numbers were not always called active
# VIM-2 inh = blocks Pseudomonas aeruginosa VIM-2 metallo-beta-lactamase | 0.89% of 290,000 active | inhibition, % at 5.6 µM | purified VIM-2, nitrocefin hydrolysis, epi-absorbance fluorescence;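 active means inhibition above the mean of all tested compounds plus 3 SD, cutoff set per screening run, cut at about 7.5% in these data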;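 further: red hydrolysis product quenches plate fluorescence so inhibitors raise well fluorescence; 0% = enzyme with DMSO and 100% = DMSO without enzyme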
# HCV NS3 hel inh = inhibitors of Hepatitis C virus NS3 helicase. inhibition, % at 10.9 µM. 0.56% of 290,000 active. NS3 helicase DNA unwinding, Cy5 molecular beacon fluorescence;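 active means inhibition above the mean of all tested compounds plus 3 SD, set per campaign, cut at about 35% in these data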;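 further: 0% = DMSO wells and 100% = thioflavine S control wells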
#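 assay system = NS3 helicase fragment of HCV | buffer or medium = MOPS pH 6.5, MgCl2, DTT, Tween20, BSA | timing = 60 min unwinding reaction at 25 °C after ATP addition | signal = Cy5 beacon fluorescence read at start and 1 h | read-out basis = % inhibition of unwinding | control set = low DMSO, high thioflavine S at 110 µM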
# pCIP destab = lowers stability of the mouse p/CIP coactivator protein. decrease of EGFP signal, % at 10 µM. F442A p/CIP-EGFP cells, EGFP fluorescence, 16 h. 0.01% of 290,000 active. Q05BA5. AID 1984;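 active means EGFP signal decrease of at least 30% at 10 µM or well 3 SD below plate mean, unless failing retest; inactive means the rest, including hits failing retest or dose response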; further: some compounds called inactive have numbers as strong as hits; many of its hits are not listed in these tables
# IMP-1 inhibitor = blocks Pseudomonas aeruginosa IMP-1 metallo-beta-lactamase; inhibition, % at 5.6 µM; purified IMP-1, nitrocefin hydrolysis, epi-absorbance fluorescence; 0.45% of 290,000 active;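 active means inhibition above the mean plus 3 SD of all compounds in the same screening run, cut at about 4.5% in these data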;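 further: 0% = IMP-1 with DMSO and 100% = DMSO wells lacking enzyme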
#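 System: purified recombinant IMP-1 beta-lactamase. Medium: Zinc- and detergent-supplemented HEPES buffer, pH 7.1. Compound: one 5.6 µM dose […]. Schedule: 15 min preincubation plus 25 min reaction at 25 °C. Technique: Epi-absorbance fluorescence, 480 nm excitation, 530 nm emission.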
# FID counter = fluorescent intercalator displacement, NS3 helicase counter-screen; DNA fluorescent intercalator displacement, fluorescence; inhibition, % at 7.9 µM; 0.17% of 290,000 active; in the data active means inhibition above about 37%;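 further: 0% = vehicle and 100% = reference compound; higher means more ethidium bromide displaced from hairpin DNA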
# IDE act = IDE (human) activation, cell-based. activation, % at 5.96 µM. 0.073% of 340,000 active. P14735. HEK cells, FAbeta-B cleavage, fluorescence polarization; 0% vehicle, 100% cell-free pure enzyme wells;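 active means activation above the mean of all tested compounds plus 3 SD, set per screening campaign, cut at about 17% in these data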
# The depositor's hits bear a star; . = not tested or not shown.
SMILES,PfM18AAP inh,IDE inh,SUMO HTRF inh,VIM-2 inh,HCV NS3 hel inh,pCIP destab,IMP-1 inhibitor,FID counter,IDE act
O=C(NCCCl)C1Cc2c(ccc3ccccc23)O1 (stereo unspecified),-11,5,-4,-2.9,11,1,-4.3,3,3
CCOC(=O)N1CCN(C(=O)CN(C2CCCCC2)S(=O)(=O)c2c(C)cc(C)cc2C)CC1,-2,-1,0,-3.7,-2,-2,-2.2,-35,1
Cc1nn(CC(=O)Nc2ccc3c(c2)OCO3)c(C)c1Cl,4,1,-12,-3.0,0,8,-3.0,-8,2
Cc1ccc(CCNC(=O)C2CCC(=O)N(Cc3ccccc3F)C2)o1 (stereo unspecified),-102,1,10,-1.1,1,3,-1.9,-17,-4
COc1ccc(C(=O)O/N=C2\CCCc3nonc32)cc1,3,5,-5,-1.2,5,2,-1.4,-3,4
CC(=O)NCCCNc1ccc([N+](=O)[O-])cc1,-2,2,4,-2.4,7,-6,-1.9,-2,3
CN(C)c1ncnc2c1NC1=C(S2)C(=NCCCC(=O)O)CC(C)(C)C1,23,6,26,0.8,8,10,-1.9,2,9
Cc1cc(=O)[nH]c(N/N=C/c2c(C)nn(-c3ccc(F)cc3)c2Cl)n1,-8,6,-1,-4.8,0,-3,0.1,-9,-1
Cc1nc2cc(N)ccc2n1-c1ccccc1,4,-1,27,-3.0,-5,-5,-2.1,-3,4
Cc1ccc(-c2nc(C(F)(F)F)cc(=O)[nH]2)cc1,1,6,4,-3.3,-1,-25,-1.2,1,8
COc1ccccc1CNC(=O)C1CCCN(S(=O)(=O)c2cccc3nonc23)C1 (stereo unspecified),4,-1,22,-2.1,-2,-11,-0.5,-16,2
CCCCNC(=O)c1ccccc1NC(=O)CCSc1ccccc1,-1,1,-14,-0.1,-6,-13,-1.4,-18,-1
COc1ccc(C)cc1NC(=O)C1CCCN1C(=O)OCc1ccccc1 (stereo unspecified),4,8,4,-0.7,0,-9,-2.9,-25,2
O=C(c1ccc2c3c(cccc13)CC2)C1CCCN(Cc2ccccn2)C1 (stereo unspecified),8,3,20,-5.2,-9,-2,-2.6,2,1
COc1ccc(CNS(=O)(=O)c2cc(Br)cc3c2N(C(C)=O)C(C)C3)cc1 (stereo unspecified),5,-2,16,-1.4,3,-16,-0.3,-16,0
O=C(CN1CCOCC1)Nc1nc2ccc(Cl)cc2s1,-1,2,-8,-1.9,0,4,-1.0,-8,-6
COC(=O)c1cc(O)c(O)c(O)c1,32*,10,-4,-1.4,5,7,-3.6,-2,1
Cc1ccc2nc(N3CCOCC3)c(C=O)cc2c1,9,7,3,-0.9,-8,-10,-2.2,4,10
Cc1ccc(NC(=O)Cn2ccc([N+](=O)[O-])n2)cc1C,-4,-6,7,-2.4,1,-3,-2.3,2,7
COc1ccc(C(=O)CNc2ccccc2CO)cc1,-8,3,-2,-3.5,1,1,-3.5,2,7
CCNc1cc(N2CCCC2)ccc1[N+](=O)[O-],-7,2,-4,4.7,-3,-1,-4.9,3,1
CC[N+](C)(C)c1cccc(O)c1,4,0,-11,-0.8,-5,4,-3.5,-2,0
O=C1COc2ccc(C(=O)CSc3nc4ccccc4c(=O)n3-c3ccc(Cl)c(Cl)c3)cc2N1,0,1,29,-1.3,9,18,-3.2,2,-5
Cc1ccc(S(=O)(=O)CC(N)=O)cc1,4,3,11,-1.6,-10,-3,-3.0,1,3
Cn1c(N)c(C(=O)COC(=O)CC2CC3CCC2C3)c(=O)n(C)c1=O (stereo unspecified),-9,4,7,2.9,4,-4,-3.1,-6,3

# Some of the entries above, reformatted:
CN(C)c1ncnc2c1NC1=C(S2)C(=NCCCC(=O)O)CC(C)(C)C1
  PfM18AAP inh: 23; IDE inh: 6; SUMO HTRF inh: 26; VIM-2 inh: 0.8; HCV NS3 hel inh: 8; pCIP destab: 10; IMP-1 inhibitor: -1.9; FID counter: 2; IDE act: 9
Cc1ccc(S(=O)(=O)CC(N)=O)cc1
  PfM18AAP inh: 4; IDE inh: 3; SUMO HTRF inh: 11; VIM-2 inh: -1.6; HCV NS3 hel inh: -10; pCIP destab: -3; IMP-1 inhibitor: -3.0; FID counter: 1; IDE act: 3
COc1ccccc1CNC(=O)C1CCCN(S(=O)(=O)c2cccc3nonc23)C1 (stereo unspecified)
  PfM18AAP inh: 4; IDE inh: -1; SUMO HTRF inh: 22; VIM-2 inh: -2.1; HCV NS3 hel inh: -2; pCIP destab: -11; IMP-1 inhibitor: -0.5; FID counter: -16; IDE act: 2

# (next part)
SMILES,PfM18AAP inh,IDE inh,SUMO HTRF inh,VIM-2 inh,HCV NS3 hel inh,pCIP destab,IMP-1 inhibitor,FID counter,IDE act
CCCN1Cc2cccc(C(=O)NC(CC(=O)OCC)c3ccc(C)cc3)c2C1=O (stereo unspecified),-7,0,-23,-4.1,1,-7,-2.4,-34,3
COC(=O)/C(NC(C)=O)=C(\C)c1ccc(Cl)cc1,-10,1,10,-1.6,0,1,3.6,-10,5
CC(NC(=O)c1ccc(OC2CCN(S(=O)(=O)N(C)C)CC2)cc1)C1CC1 (stereo unspecified),-3,6,-2,-4.0,4,11,-4.5,-29,-1
Cc1cccc(/C=N/NC(=O)c2ccc(NC(=O)c3ccc(F)cc3)cc2)n1,5,2,-14,-3.9,-16,5,-4.0,-14,2
CC(CCc1ccccc1)NC(=S)NC(=O)c1ccco1 (stereo unspecified),1,2,-4,-2.6,-1,-5,-2.5,-17,3
COc1ccc(CCNC(=O)c2c(C)nc3ccccn23)cc1,-7,5,3,2.5,-11,3,-0.7,2,-3
CCOC(=O)/C(C#N)=C/C1=C(N2CCOCC2)C(C)(C)OCC1,-4,-1,-2,-1.3,7,-1,-4.4,-9,5
Cc1ccc(S(=O)(=O)NC2CCCCC2)c(C)c1NS(C)(=O)=O,4,4,-2,-2.3,0,-4,-2.1,-4,6
COc1ccc(C(=O)OCC[N+]2(C)CCCCC2)cc1,-4,10,-10,-4.6,-5,2,-1.5,2,6
Cn1cnnc1SCc1ccc(C(=O)N=Nc2c(O)n(Cc3ccc(Cl)cc3)c3ccccc23)cc1,7,4,0,2.4,-33,-15,-0.6,-30,5
S=c1ccc2ccccc2[nH]1,9,6,-2,-1.9,-6,-8,-4.1,0,-4
Cc1cc(C)c(C#N)c(N2CCN(c3ccccc3F)CC2)n1,6,1,-9,-1.1,-6,-4,-1.7,-19,6
COc1ccc(-c2nc(CS(=O)CC(=O)NC3CCCc4ccccc43)c(C)o2)cc1OC (stereo unspecified),-5,0,8,-4.1,-6,-1,-3.1,-36,2
Cc1ccc(NC(=O)C2Cc3ccccc3O/C2=N\O)cc1C (stereo unspecified),-4,.,7,-2.3,2,2,-1.3,-6,-2
Cc1c(N(C(=O)c2ccccn2)C2(C(=O)NC3CCCCC3)CCCCC2)c(=O)n(-c2ccccc2)n1C,2,-2,1,-2.6,3,1,-4.4,-34,6
COc1ccc2c(c1)CCC/C2=N\Nc1nc(C(=O)NN)cs1,7,0,-49,-7.0,7,-10,-6.4,-17,.
N#C/C(=C/c1ccc(N2CCCCCC2)o1)c1cccc(F)c1,1,2,27,-3.1,10,-29,-2.7,-18,-21
COc1ccc(C(=O)c2cc([N+](=O)[O-])ccc2N2CCOCC2)cc1,-2,-4,-3,-1.9,4,-9,0.7,-2,-2
C=C(C)Cn1c(SCC(=O)NCc2ccco2)nc2sc3c(c2c1=O)CCC3,-1,5,12,-1.2,1,-1,-2.4,-10,2
CCOC(=O)c1c(NC(=O)C(C)Sc2cn(C)c3ccccc23)sc2c1CCC2 (stereo unspecified),-4,2,-11,-3.0,12,-6,-3.2,-7,1
O=C(O)[C@@H]1CSC2c3ccccc3C(=O)N21 (stereo partly specified),-73,-5,11,-0.9,7,-13,25*,-7,0
Cc1ccc[n+](CC(=O)Nc2cccc(Cl)c2)c1,-2,2,-3,-1.1,-4,4,-0.6,1,0
NS(=O)(=O)c1ccc(CCn2c(=S)[nH]c3ccc(F)cc3c2=O)cc1,5,9,-23,-1.6,10,4,-3.6,0,0
CC(OC(=O)c1ccc(NS(=O)(=O)c2ccc3[nH]c(=O)[nH]c3c2)cc1)C(N)=O (stereo unspecified),0,0,0,-0.8,4,-4,-2.6,-4,2
CC(C)(C)c1ccc(C(=O)NCc2nnc(SCC(=O)N3CCCc4ccccc43)n2-c2ccccc2)cc1,-4,-5,-32,-2.3,12,-8,-1.6,0,2
# Further entries:
SMILES,PfM18AAP inh,IDE inh,SUMO HTRF inh,VIM-2 inh,HCV NS3 hel inh,pCIP destab,IMP-1 inhibitor,FID counter,IDE act
NC(=O)C1(N2CCCCC2)CCN(C(=S)Nc2ccc(S(N)(=O)=O)cc2)CC1,33*,4,5,-1.4,8,1,-6.0,-1,6
C=CCOC(=O)COc1ccc2c(C)c(CC)c(=O)oc2c1,11,4,-3,3.9,11,-4,-7.8,-18,-2
Clc1ccc(C[n+]2cc(-c3ccccc3)n3c2CCC3)cc1,-3,4,12,-1.4,-16,-4,-2.5,5,2
Cc1cccc2cc(CN(C(=S)NCC(C)C)C3CCCC3)c(=O)[nH]c12,-2,8,-2,-0.4,-4,-1,-2.0,-8,4
CCCCNS(=O)(=O)c1ccc2nc(-c3cccnc3)cc(C(=O)NCCCOC)c2c1,-8,1,18,1.4,1,1,-1.3,-15,5
Cc1ccnc(NC(=O)c2ccoc2C)c1,-5,-2,11,0.6,12,-8,-1.5,-1,0
COc1ccc2c(c1)CCc1cn[nH]c1-2,3,4,3,-2.6,10,7,1.9,-3,1
Cc1ccc(SC(=O)c2c(C)noc2-c2cc(C)on2)cc1,2,-5,-3,-0.4,-11,10,-1.4,-7,.
COc1ccc(N2C(=O)C3CCCN3C2c2ccc(Cl)cc2)cc1 (stereo unspecified),-3,3,10,-1.4,7,-4,-3.0,-6,2
CCOc1cccc(/C=N/NC(=O)c2ccc3c(c2)OCCO3)c1O,-3,-8,-12,-1.6,-7,1,-0.8,-26,-7
COCCn1nnnc1C(c1cc2cc(C)ccc2[nH]c1=O)N1CCCCCC1 (stereo unspecified),-1,1,43,-0.6,-5,10,-2.8,-3,0
Cc1cccc(Cn2ccc(-c3ccc(Cl)cc3)c(C#N)c2=O)c1,-2,1,-4,-1.9,-1,4,-1.2,-2,0
O=C(NCCCN1CCN(c2ccc(F)cc2)CC1)Nc1ccc([N+](=O)[O-])cc1,-6,1,7,-0.3,-34,-29,1.2,24,1
CCC1=NN(C(=O)Cc2ccc([N+](=O)[O-])cc2)C(O)(c2ccc(Br)cc2)C1 (stereo unspecified),1,9,-12,-0.8,-16,-17,-1.5,-8,4
O=C(C1CCC(=O)N(C2CC2)C1)N1CCN(c2ccc(Cl)cc2)CC1 (stereo unspecified),3,3,0,-2.3,-1,-10,-2.1,-29,5
Nc1nnn(CC(=O)N/N=C/c2cccc3ccccc23)n1,-13,0,7,-0.3,8,5,-2.4,-12,3
NS(=O)(=O)c1ccc(NC(=O)CN2CCCN(S(=O)(=O)c3ccc(F)cc3)CC2)cc1,-11,-3,10,0.1,4,-6,-0.6,-1,0
O=C(CSCc1ccc(Cl)cc1Cl)Nc1ccccc1C(=O)Nc1ccc(C(=O)O)cc1,1,3,-4,1.6,20,7,0.7,-32,-5

# Source: PubChem BioAssay
